Compound activity (PubChem BioAssay)
BLM helicase inh – qHTS Assay for Inhibitors of Bloom's syndrome helicase (BLM); recombinant BLM DNA unwinding, fluorescence dequenching; AID 2528, 2010; RecQ-like DNA helicase BLM (Homo sapiens), P54132; Potency, µM (series often up to 56.1 µM), for the others: at the top dose activity change, negative = inhibition, most hits filed as inhibitors; 0.2% of 350,000 active;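 further: plate controls were vehicle for no effect and no enzyme for full effect; nearly all actives have a fitted effect of over 35% in size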
Pol iota inh – qHTS for Inhibitors of Polymerase Iota; Pol iota fluorescent replication assay, 10 min; Potency, µM (highest dose often 115 µM), inactives show at the top dose activity, negative = inhibition, most hits filed as inhibitors; 1% of 390,000 active; DNA polymerase iota (Homo sapiens), Q9UNA4; AID 588590, 2011
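Pol iota at 10 nM preincubated 15 min with compounds at room temperature; reaction started with fluorescent substrate, 50 nM final. Fluorescence read kinetically at 0 and 10 min; buffer-only wells as negative control.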
APEX1 inh – qHTS Assay for Inhibitors of the Human Apurinic/apyrimidinic Endonuclease 1 (APE1); DNA repair nuclease/redox regulator APEX1 (Homo sapiens), P27695; recombinant APE1, TAMRA/BHQ-2 abasic DNA cleavage fluorescence; Potency, µM (series often up to 65.8 µM), without a hit: top-dose activity change, negative = inhibition, usual class: inhibitors; 0.35% of 350,000 active;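 further: plate controls were vehicle for no effect and reference inhibitor for full effect; nearly all actives have a fitted effect of over 55% in size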
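Substrate: short duplex with […] THF abasic site, 5'-TAMRA and 3'-BHQ-2, 50 nM final. APE1 at 0.75 nM, preincubated 15 min RT with compound. Fluorescence increase from first to third read measured activity.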
BAZ2B block – qHTS Assay for Inhibitors of BAZ2B; Bromodomain adjacent to zinc finger domain protein 2B (Homo sapiens), Q9UIF8; AlphaScreen BAZ2B-H3K14Ac peptide displacement; Potency, µM (series often up to 114 µM), for inactives: top-dose activity change, negative = inhibition, most hits filed as inhibitors; 4.4% of 360,000 active; AID 504333, 2011; further: on the % scale 0 is the no-effect control and ±100 the full control effect; nearly all actives have a fitted effect of over 60% in size
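Protein-peptide AlphaScreen: BAZ2B 50 nM, b-H3K14Ac 50 nM, 1x PBS pH 7.4 + 0.01% Tween-20. Preincubation 30 min RT; cpd 30 min RT (top 110 uM); beads 20 min RT, light-protected.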
Pol beta inh – qHTS Assay for Inhibitors of DNA Polymerase Beta. P06746. Pol beta primer extension/strand displacement, fluorescence kinetic. Potency, µM (titrated, usually from 114 µM), without a hit: at the highest dose activity change, negative = inhibition, hits mostly inhibitors. 1.3% of 340,000 active. AID 485314, 2010; further: on the % scale 0 is the no-effect control and ±100 the full control effect
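10 nM enzyme + cpd, 15 min RT; start with substrate 50 nM final; read 0 min and after 10 min RT. Corrected, normalized data; 4-parameter Hill curve fit.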
G9a block – qHTS Assay for Inhibitors of Histone Lysine Methyltransferase G9a; Histone-lysine N-methyltransferase EHMT2 (Homo sapiens), Q96KQ7; G9a H3K9 monomethylation, AlphaScreen, 2 h; Potency, µM (highest dose often 102 µM), for inactives: at the top dose activity, negative = inhibition, actives largely listed as inhibitors; 8.8% of 350,000 active; further: on the % scale 0 is the no-effect control and ±100 the full control effect; nearly all actives have a fitted effect of over 75% in size
Target sequence (Q96KQ7 913-1193 limits assumed): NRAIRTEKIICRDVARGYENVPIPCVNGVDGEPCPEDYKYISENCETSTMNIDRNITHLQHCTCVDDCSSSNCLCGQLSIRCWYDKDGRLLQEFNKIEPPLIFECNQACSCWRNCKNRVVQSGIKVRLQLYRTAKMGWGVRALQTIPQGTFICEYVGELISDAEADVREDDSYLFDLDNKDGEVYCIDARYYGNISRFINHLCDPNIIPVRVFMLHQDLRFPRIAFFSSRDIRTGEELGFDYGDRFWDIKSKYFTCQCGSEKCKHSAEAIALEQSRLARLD
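Step 1: enzyme (final 20 nM) with compound, 15 min RT. Step 2: substrate peptide 500 nM and SAM 20 uM, 2 h RT. Step 3: anti-H3K9me1 antibody and AlphaScreen beads, 10 min, then plate read.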
JMJD2A Tudor inh – qHTS Assay for Inhibitors of JMJD2A-Tudor Domain | Lysine-specific demethylase 4A (Homo sapiens), O75164 | AlphaScreen JMJD2A-Tudor / H3K4me3 peptide binding | Potency, µM (top dose mostly 114 µM), for inactives: at the highest dose activity change, negative = inhibition, usual class: inhibitors | 4.4% of 390,000 active | AID 504339, 2011; further: on the % scale 0 is the no-effect control and ±100 the full control effect; nearly all actives have a fitted effect of over 50% in size
POLK inh – qHTS for Inhibitors of Polymerase Kappa. DNA polymerase kappa (Homo sapiens), Q9UBT6. purified Pol kappa, fluorescent DNA synthesis assay, 10 min. Potency, µM (doses to about 107 µM), without a hit: top-dose activity, negative = inhibition, actives largely listed as inhibitors. 0.53% of 400,000 active. AID 588579, 2011; further: on the % scale 0 is the no-effect control and ±100 the full control effect
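Inhibition of 10 nM Pol kappa is measured by a fluorescent read-out at 0 and 10 min following addition of 50 nM substrate (final), with a 15-min room-temperature compound preincubation.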
Pol eta inh – qHTS for Inhibitors of Polymerase Eta. Potency, µM (top dose mostly 114 µM), inactives show at the top dose activity change, negative = inhibition, usual class: inhibitors. DNA polymerase eta (Homo sapiens), Q9Y253. 1.2% of 390,000 active. recombinant Pol eta, fluorescent DNA replication assay; further: on the % scale 0 is the no-effect control and ±100 the full control effect
Target sequence (Q9Y253 whole entry, looked up): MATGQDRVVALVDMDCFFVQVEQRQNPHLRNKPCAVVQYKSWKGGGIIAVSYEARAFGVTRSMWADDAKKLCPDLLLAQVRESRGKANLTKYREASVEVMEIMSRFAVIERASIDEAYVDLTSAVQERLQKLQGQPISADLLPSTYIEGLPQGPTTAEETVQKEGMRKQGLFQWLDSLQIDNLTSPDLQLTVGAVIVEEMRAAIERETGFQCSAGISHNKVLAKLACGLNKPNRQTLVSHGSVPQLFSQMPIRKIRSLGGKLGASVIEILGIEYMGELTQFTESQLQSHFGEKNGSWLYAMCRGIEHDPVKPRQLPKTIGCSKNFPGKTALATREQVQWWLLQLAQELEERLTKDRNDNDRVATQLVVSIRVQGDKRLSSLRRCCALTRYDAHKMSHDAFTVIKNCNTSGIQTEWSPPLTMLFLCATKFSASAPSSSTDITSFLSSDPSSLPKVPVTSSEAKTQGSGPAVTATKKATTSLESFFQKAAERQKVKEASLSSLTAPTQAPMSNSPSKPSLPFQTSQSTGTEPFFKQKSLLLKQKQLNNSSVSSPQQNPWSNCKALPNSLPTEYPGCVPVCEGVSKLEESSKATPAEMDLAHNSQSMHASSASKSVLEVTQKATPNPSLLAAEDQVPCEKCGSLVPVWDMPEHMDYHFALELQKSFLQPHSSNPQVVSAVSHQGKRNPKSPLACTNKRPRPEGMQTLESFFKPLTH
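Pol eta (10 nM) was preincubated with compounds for 15 min at room temperature, after which fluorescent replication substrate (50 nM final) was added to start the reaction. Fluorescence was read kinetically at 0 and 10 min.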
Active calls of the source: *; ? = inconclusive; nt = no result given; & = joins results of further samples; [ ] = remark or other dose. The call rests on the fitted dose curve; in most records, active means well fitted curve in the direction sought with a large enough effect; inconclusive means small, poorly fitted or top-dose-only effect, or another doubt; inactive means no such curve, though single readings can be large; an effect the other way counts as inactive or inconclusive. Potency means the concentration at half of the fitted maximal effect.

SMILES	BLM helicase inh	Pol iota inh	APEX1 inh	BAZ2B block	Pol beta inh	G9a block	JMJD2A Tudor inh	POLK inh	Pol eta inh
COc1ccccc1CNC(=O)C1CCN(C(=O)NC2CCCCC2)CC1	-2%	14%	21%	-13%	-11%	31%	-3%	1%	-19%
CC(=O)c1cccc(NC(=O)c2ccc3c(c2)N(Cc2ccc(C)cc2)CCS3)c1	-4%	50%[activator]	nt	-2%	25%	0%[59 µM]	-15%	4%	-4%
O=C(NCc1nnnn1-c1ccc(F)cc1)C1CC(=O)N(c2ccc(F)cc2)C1 (stereo unspecified)	nt	-1%	2%	14%	nt	?	-7%	0%	-10%
CCCC1(C(=O)O)NC(c2ccccc2O)C2C(=O)N(Cc3ccccc3)C(=O)C21 (stereo unspecified)	0%	6%	-5%	?	12%	?	-14%	-4%	-13%
CCOC(=O)C1CC(c2ccc(Cl)cc2)=NNC1=O (stereo unspecified)	-1%	-9%	-2%	-1%	-2%	3%	2%	-6%	-14%
O=C(CN(C1CCCCC1)S(=O)(=O)c1ccc(F)cc1)NCC1CCCO1 (stereo unspecified)	nt	44%[activator]	nt	nt	nt	nt	25µM*	-9%	-17%
CCc1ccccc1NC(=O)CN1C(=O)CCc2cc(S(=O)(=O)N3CCCCC3)ccc21	-1%	2%	nt	-3%	0%	-33%[59 µM]	-17%	-2%[60.1 µM]	-23%
CCOc1ccc(CN2CCN(Cc3ccc4cc(F)ccc4n3)CC2CCO)cc1 (stereo unspecified)	1%	-20%	15%	0%	15%	1%	-20%	-5%	-16%
CNC(=O)C1CC(=O)N(CCc2ccc(OC)c(OC)c2)C(=Nc2ccc(F)cc2)S1 (stereo unspecified)	-2%	73%[activator]	2%	-22%	-1%	-4%	-28%	-16%	-11%
O=C(CNC(=O)c1ccco1)OCc1ccc(C(=O)c2ccccc2)cc1	-4%	157%[activator]	-3%	-6%	5%	2%[12.7 µM]	-7%	-20%	-17%
Cc1ccc(C(=O)N2CCN(c3ccccc3)CC2)cc1NC(=O)c1nsc2ccccc12	-9%	-3%	nt	1%	?	-39%[59 µM]	-31%	0%[60.1 µM]	-24%
Cc1cc(C)nc(/N=C2\NC(=O)CC(C(=O)O)N2CCc2c[nH]c3ccccc23)n1 (stereo unspecified)	0%	1%	1%	5%	5%	-4%	-11%	-1%	-20%
Cc1cccc(C)c1NC(=O)CN(c1ccccn1)S(=O)(=O)c1ccc(F)cc1	-1%	?	-2%	-9%	2%	-3%	-12%	1%	-1%
CCOC(=O)c1ccc(N2C(=O)C(O)=C(C(C)=O)C2c2ccc(O)c(OC)c2)cc1 (stereo unspecified)	-1%	5%	-2%	?	1%	-45%[12.7 µM]	-35%	-3%	-14%
O=C(CCCn1c(=O)oc2ccccc21)N1CCc2ccccc2C1	-3%	4%	-3%	0%	24%	-28%	-3%	-7%	9%
CC1(C)CC(CC(=O)Nc2ccc([N+](=O)[O-])cc2)C(=O)O1 (stereo unspecified)	-3%	-1%	4%	-10%	9%	36%[0.501 µM]	7%	3%	-6%
CC(=O)c1cccc(N(C(=O)c2ccco2)C(C(=O)NC2CCCC2)c2ccc(N3CCOCC3)cc2)c1 (stereo unspecified)	-2%	43%[activator]	7%	0%	-12%	0%	-10%	0%	-15%
O=S(=O)(c1ccc(C(F)(F)F)cc1)N1CCN(CCOc2ccccc2)CC1	nt	-2%	33%	9%	nt	?	21%	-2%	-25%
COc1cccc(-c2cc(C(=O)N3CCN(c4ccc(F)cc4)CC3)no2)c1	0%&-4%	14%&2%	-1%	4%&-1%	41%&-13%	25%	-8%&-8%	-8%&2%	-8%&-2%
Cc1ncc(C[n+]2csc(CCO)c2C)c(N)n1	2%	-1%&-12%	4%	4%&-36%	45%	-5%[59 µM]	-9%&-18%	-21%	-4%&-3%
COc1cccc(C(=O)c2cn(CC(=O)NCc3ccco3)c3nc(C)ccc3c2=O)c1	-17%	22µM*	34%	?	?	4%	-28%	89µM*	40µM*
COc1ccc(F)cc1C(=O)C1CCCN(Cc2c(C)n(C)n(-c3ccccc3)c2=O)C1 (stereo unspecified)	-2%	41%[activator]	-6%	2%	10%	0%[0.501 µM]	-18%	-8%	-12%
Cc1cc(C)cc(N2CC(c3nnc(NC(=O)c4ccco4)s3)CC2=O)c1 (stereo unspecified)	-1%	-4%	nt	-31%	?	-40%[59 µM]	-21%	-20%	2%
O=C(OCCN1C(=O)c2cccc3c(N4CCOCC4)ccc(c23)C1=O)c1cccc(Cl)c1	-7%	9%	13%	51%[activator]	-8%	327%[activator][59 µM]	96%[activator]	-10%	-2%
COc1ccc(C2(c3ccc(OC)cc3)NC(=O)N(CC(=O)Nc3ccc(C(=O)N(C)C)cc3)C2=O)cc1	-9%	14%	-15%	-27%	37%	26%[12.7 µM]	-24%	-17%	-7%
Cc1cc(Br)c2[nH]cc(CCNC(=O)c3ccco3)c2c1	-6%	20%	2%	?	27%	?	-31%	1%	-17%
Cc1ccc(S(=O)(=O)C2(C(=O)N3CCCC(C)C3)CC2)cc1 (stereo unspecified)	2%	45%[activator]	-2%	9%	13%	-1%[59 µM]	-18%	-12%	-10%
CN1C/C(=C/c2cccs2)C(=O)/C(=C\c2cccs2)C1	-4%	12%	77%[activator]	?	3%	2%[12.7 µM]	?	0%	-13%
COC(=O)c1ccc(NC(=O)CCn2cccc2)cc1	-1%	7%	1%	?	20%	-14%[59 µM]	-26%	-8%	5%
CCOCCCNC(=O)C1(O)c2ccccc2NC(=O)N1c1ccc(C)c(C)c1 (stereo unspecified)	-3%	0%	16%	-11%	16%	-7%	16%	-6%	-12%
COc1ccccc1CNC(=O)COC(=O)C1CC1	nt	31%	-1%	11%	nt	-5%[2.33 µM]	-11%	-9%	-15%
COC(=O)[C@H]1C[C@H]1[C@@H](NC(=O)c1ccc[nH]1)c1ccccc1	-16%	-16%&-19%	-20%	nt	nt	nt	-12%&-19%	-8%&-3%	-14%
CCOc1ccc(C(=O)NCC(=O)Nc2ccc(N3CCOCC3)cc2)cc1OCC	0%	-25%	-5%	6%	0%	-5%	-26%	-16%	-12%
Cc1c(C(=O)N2CCCC2)oc2c1-c1nn(CC(=O)NCCCOC(C)C)cc1CC2	-2%&1%	?	-18%	-9%	-1%&28%	?	-12%&4%	-5%&0%	0%&-17%
Cc1nc(-c2ccccc2)nc2[nH]c(C(C)C)cc(=O)c12	-1%	6%	-12%	1%	19%	8%[59 µM]	-5%	-11%	-1%
CCSCc1nnc(SCC(=O)Nc2cccc(SC)c2)n1C	7%	17%	5%	2%	1%	-38%[59 µM]	2%	1%	-10%
CCCCN(CC)C(=O)c1c[nH]c2ccc(S(=O)(=O)Nc3cccc(OC)c3)cc2c1=O	-3%	-10%	nt	nt	?	-24%[59 µM]	-22%	-16%	?
Cc1ccc(CNC(=O)Cn2cncn2)cc1	3%	27%	-5%	5%	29%	-10%	4%	-12%	6%
O=C1[C@H](c2ccccc2)[C@@H](c2ccccc2)N1c1ccncc1	nt	7%	15%	nt	nt	nt	-18%	-5%	-9%
O=C(CCNC(=O)c1ccccc1Cl)NCC1CCCO1 (stereo unspecified)	nt	66%[activator]	12%	1%	nt	-27%	-2%	1%	-17%
COc1ccc(C2c3ccsc3CCN2C(C)=O)cc1 (stereo unspecified)	-4%	69%[activator]	4%	4%	-3%	-2%	-10%	-3%	-19%
S=c1[nH]nc(CSc2nc3ccccc3s2)n1Cc1ccccc1	-6%	5%	-1%	-3%	1%	3.2µM*	?	-12%	5%
O=C(N1CCCC1)C12CC3CC(C1)CC(C(=O)N1CCCC1)(C3)C2	0%	78%[activator]	5%	-9%	39%	32%[activator]	3%	4%	-16%
c1ccc(C2Nc3cccc4cccc(c34)N2)cc1	-3%	17%	23%	?	2%	13µM*	?	-9%	-18%
COc1ccc(-c2nnc(NC(=O)C(C)C)o2)cc1	5%	19%	1%	?	9%	?	-19%	0%	-6%
CCOc1ccc(C(=O)Cn2cnnc2C#N)cc1	-4%	95%[activator]	15%	0%	1%	4%	-17%	-4%	-4%
COc1cc(/C=C2\C(C)=C(C#N)c3nc(N)c(C#N)c(C)c32)ccc1OCC(=O)O	-10%	-25%	?	56µM*	2%	25µM*	-31%	-35%	22µM*
Cc1c(/C(O)=C2/C(=O)C(=O)N(CCN3CCOCC3)C2c2ccccn2)cnn1-c1ccccc1 (stereo unspecified)	-4%	36%[activator]	4%	25µM*	-12%	7.9µM*	50µM*	-3%	-9%
O=C(Oc1ccccc1)N1CCC[C@@]2(CCN(c3ccncc3)C2)C1	-7%	nt	5%	nt	nt	6%[12.7 µM]	nt	0%[60.1 µM]	nt
Cc1cc(NC(=O)CN2C(=O)NC3(CCC(C)CC3)C2=O)no1 (stereo unspecified)	5%	12%	3%	-3%	1%	30%[59 µM]	-15%	-17%	2%

3 entries from above, with each value named.
compound: COc1ccc(-c2nnc(NC(=O)C(C)C)o2)cc1
  BLM helicase inh: 5%
  Pol iota inh: 19%
  APEX1 inh: 1%
  BAZ2B block: ?
  Pol beta inh: 9%
  G9a block: ?
  JMJD2A Tudor inh: -19%
  POLK inh: 0%
  Pol eta inh: -6%
compound: c1ccc(C2Nc3cccc4cccc(c34)N2)cc1
  BLM helicase inh: -3%
  Pol iota inh: 17%
  APEX1 inh: 23%
  BAZ2B block: ?
  Pol beta inh: 2%
  G9a block: 13µM*
  JMJD2A Tudor inh: ?
  POLK inh: -9%
  Pol eta inh: -18%
compound: COc1cc(/C=C2\C(C)=C(C#N)c3nc(N)c(C#N)c(C)c32)ccc1OCC(=O)O
  BLM helicase inh: -10%
  Pol iota inh: -25%
  APEX1 inh: ?
  BAZ2B block: 56µM*
  Pol beta inh: 2%
  G9a block: 25µM*
  JMJD2A Tudor inh: -31%
  POLK inh: -35%
  Pol eta inh: 22µM*

This is a subset; the hit share may differ from the screen's.
